# Compound activity from PubChem.
# RNase H inhibition: RNase H inhibition, HIV 1 Gag Pol polyprotein, FRET biochemical assay, screening (AID 372); actives 0.77% (n = 100,000); HIV-1 RT RNase H, FRET RNA/DNA substrate fluorescence; higher % means a stronger effect; one-dose inhibition, % at 10 µM; IC50 in µM for titrated hits; in the data active = inhibition above about 50%
# * marks the source's active call; other numbers are inactive results; & = joins results of further samples.
molecule | RNase H inhibition
CCOC(=O)c1c(NC(=O)CCN2CCCC2)sc2c1CC(C)(C)OC2 | 19%
O=C(c1ccc([N+](=O)[O-])cc1)c1coc2ccc(O)cc12 | 8%
S=C1NC2(CCCC2)Nc2sc3c(c21)CCCC3 | 23%
O=C1c2ccccc2C(=O)N1CCS(=O)(=O)NC12CC3CC(CC(C3)C1)C2 | 0%
O=C(Nc1ccc(NC(=S)NC(=O)c2ccccc2Br)cc1)c1ccccc1 | 28%
Cn1cc(/C=N/NC(=O)CC#N)c2ccccc21 | 0%
CCC(Oc1ccccc1)C(=O)Nc1ccc(C)c(Cl)c1 (stereo not drawn) | 4%
COc1ccc(NC2(c3ccc(Cl)cc3)C(=O)c3ccccc3C2=O)cc1 | 6%
Cc1nc2ccccc2cc1C(=O)N=Nc1c(O)n(C)c2ccccc12 | 18%
COc1cc(C=C2C(=O)NC(=O)NC2=O)ccc1OC(=O)c1ccccc1 | 18%
O=C1NC(=Nc2cccnc2)S/C1=C/C=C/c1ccccc1 | 16%
Cc1ccc(-c2cc(-c3ccccc3)nc(N3CCCC3)n2)cc1 | 13%
CCOC(=O)C1=C(C)NC(=O)CC1c1ccccc1I (stereo not drawn) | 0%
COc1ccc(C(=O)Nc2ccccc2C(=O)NC(C(=O)NCc2ccccc2)C(C)C)cc1 (stereo not drawn) | 7%
COc1ccc(Cl)cc1NC(=O)CC(C)=O | 1%
Cc1c(Cl)cccc1NC(=O)/C(C#N)=C\c1ccc(Sc2ccccc2)o1 | 17%
COC(=O)Nc1ccc(S(=O)(=O)N(C)C)cc1 | 0%
Cc1cc(C)c(-n2cccc2C=NC2CCCCC2)c(C)c1 | 3%
O=C(NC(=S)Nc1cccc(NC(=O)c2ccccc2)c1)c1cccc(Br)c1 | 9%
Cc1cc(NC(=O)c2ccccc2)n(-c2ccccc2)n1 | 0%
COc1ccc(NC(=S)NC(=O)c2ccc(C)cc2)cc1 | 5%
COc1cccc(/C=C2\SC(=S)N(CCC(=O)O)C2=O)c1 | 10%
Cc1nc(-c2ccccc2)nc2[nH]c(-c3ccccc3)cc(=O)c12 | 11%
COc1ccc(C(NC(=O)CN(c2cccc(Cl)c2)S(=O)(=O)c2ccccc2)c2ccccc2)cc1 (stereo not drawn) | 5%

# The list goes on, overlapping the part above by seven compounds.
molecule | RNase H inhibition
Cc1cc(C)c(-n2cccc2C=NC2CCCCC2)c(C)c1 | 3%
O=C(NC(=S)Nc1cccc(NC(=O)c2ccccc2)c1)c1cccc(Br)c1 | 9%
Cc1cc(NC(=O)c2ccccc2)n(-c2ccccc2)n1 | 0%
COc1ccc(NC(=S)NC(=O)c2ccc(C)cc2)cc1 | 5%
COc1cccc(/C=C2\SC(=S)N(CCC(=O)O)C2=O)c1 | 10%
Cc1nc(-c2ccccc2)nc2[nH]c(-c3ccccc3)cc(=O)c12 | 11%
COc1ccc(C(NC(=O)CN(c2cccc(Cl)c2)S(=O)(=O)c2ccccc2)c2ccccc2)cc1 (stereo not drawn) | 5%
NCCNc1ccc(C(N)=O)cc1[N+](=O)[O-] | 0%
CC(C)CNC(=O)c1nn2c(c1Cl)NC(c1cccs1)CC2C(F)(F)F (stereo not drawn) | 5%
CCOC(=O)C1=C(C)N=c2s/c(=C/c3ccc(-c4cc(Cl)ccc4Cl)o3)c(=O)n2C1c1ccccc1OC (stereo not drawn) | 20%
CCOC(=O)c1ccc(NC2=NC3(CCCCC3)N=C(N)N2)cc1 | 6%
CC(=O)Nc1ccc(S(=O)(=O)N2c3ccc(C)cc3C(C)=CC2(C)C)cc1 | 10%
Cc1ccccc1/C=N/NC(=O)c1cc(O)cc(O)c1 | 2%
O=[N+]([O-])c1ccc(S(=O)(=O)N(CCO)CCO)cc1 | 0%
O=c1c(C=NCCO)c(O)n(C2CCCCC2)c(=O)n1C1CCCCC1 | 0%
CN(CCCC(=O)O)S(=O)(=O)c1ccc2c(c1)Cc1cc(S(=O)(=O)N(C)CCCC(=O)O)ccc1-2 | 1%
COc1ccccc1OCCCCOc1ccc(C=O)cc1 | 5%
O=C(/C=C\c1ccco1)Nc1ccc(N2CCN(C(=O)c3ccccc3)CC2)cc1 | 24%
CCOc1cc(/C=C2/C(=N)N3N=C(c4ccccc4)SC3=NC2=O)ccc1OCc1ccccc1 | 21%
C#Cc1cccc(N2C(=O)c3c(Br)c(Br)c(Br)c(Br)c3C2=O)c1 | 12%
Oc1c(/C=N/c2nc3ccc(Br)cc3s2)sc2ccccc12 | 5%
CCOC(=O)C1=C(C)N=c2s/c(=C\c3ccccc3F)c(=O)n2C1/C=C/c1ccccc1 (stereo not drawn) | 8%
COc1ccc(-c2cc(=O)oc3c(C)c(OCC(=O)c4ccc(Cl)cc4)ccc23)cc1 | 1%
CCOc1ccc(C2C=C(Nc3ccccc3)C(=O)N2c2ccccc2)cc1 (stereo not drawn) | 8%
CCC(C(=O)Nc1ccc(C)cc1)c1ccccc1 (stereo not drawn) | 5%
O=[N+]([O-])c1ccc(-c2ccc(N=Cc3nc(-c4ccccc4)oc3O)cc2)cc1 | 12%
O=Cc1ccc(-c2cc3[nH]c(=O)[nH]c3cc2[N+](=O)[O-])o1 | 3%
CCCCOc1ccc(NC(=O)CSc2nnc(-c3cccc(F)c3)n2-c2ccccc2)cc1 | 45%
CS/C(=N\S(=O)(=O)c1ccc(Cl)cc1)c1ccccc1 | 13%
O=C(CCc1ccccc1)NC1CCSC1=O (stereo not drawn) | 7%
COc1ccc(Br)c(/C=N/NC(=O)C(C)Oc2cccc3ccccc23)c1 (stereo not drawn) | 7%
CN(C)c1ccc(-c2ccncc2)cc1 | 9%
O=C(Nc1nn[nH]n1)C12CC3CC(CC(C3)C1)C2 | 0%
Cc1cc(C)c2nc3s/c(=C\c4ccc(N5CCOCC5)cc4)c(=O)n3c2c1 | 7%
O=[N+]([O-])c1ccc(/C=N\Nc2nc3ccccc3[nH]2)cc1 | 18%
CCCCNC(NCCCC)=C(S(=O)(=O)CC)S(=O)(=O)CC | 0%
Cc1cc2nc(-c3ccc(C)c(NC(=O)c4ccc(Cl)cc4)c3)oc2cc1C | 9%
CCCCN1CCN(c2nc(-c3ccccc3)c3cc(C)ccc3n2)CC1 | 9%
COc1ccc(-c2ccc(/C=N/NC(=O)C(O)c3ccccc3)o2)cc1Cl (stereo not drawn) | 16%
O=C1N=C(N2CCOCC2)SC1=C1CCCC1 | 35%
CC(C)(C)c1ccc(C(=O)CC(=O)c2ccccc2O)cc1 | 0%
CSc1ccccc1NC(=O)/C=C/C(=O)O | 10%
S=C1NC2=C(CCc3ccccc32)C(c2ccc(Cl)cc2)N1 (stereo not drawn) | 22%
Cc1cc(N/C=C/C(=O)c2ccccc2)ccc1Br | 8%
O=c1cc(-c2ccccc2)c2cc(Cl)ccc2[nH]1 | 14%&13%
CC12c3ccccc3C(C)(c3ccccc31)C1C(=O)N(c3ccc(C(=O)O)cc3)C(=O)C12 (stereo not drawn) | 0%
N/C(=N\c1nc(C(F)(F)F)cc(=O)[nH]1)Nc1ccc(-c2ccccc2)cc1 | 0%
O=C(N/N=C/c1cc([N+](=O)[O-])ccc1O)c1ccncc1 | 3%
O=C(COc1ccc(Br)cc1)Nc1cccc(NC(=O)c2ccc(Cl)cc2Cl)c1 | 8%
COC(=O)C1=C(O)/C(=C/c2ccc(OCC(=O)Nc3ccccc3OC)cc2)N=C1C | 0%
COc1ccc(OCC(=O)Nc2cc(-c3nc4ccccc4o3)ccc2C)cc1 | 0%
COC(=O)c1c(NC(=O)C2CC=CCC2C(=O)O)sc2c1CCC(C)C2 (stereo not drawn) | 4%
COCCNCCOc1cccc(Cl)c1Cl | 0%
COc1cccc(NC(=O)CCCOc2ccc(Cl)cc2Cl)c1 | 2%
N#Cc1c(/N=C/c2ccc(N3CCOCC3)cc2)sc2c1CCCC2 | 6%

# (listing goes on)
canonical_smiles	RNase H inhibition
O=C(CSc1nc(-c2ccccc2)c(-c2ccccc2)o1)Nc1nccs1	27%
COc1ccc(OCC(=O)N/N=C/c2ccco2)cc1	8%
O=C1C(=O)N(CCCN2CCOCC2)C(c2cccnc2)/C1=C(\O)c1ccc(Cl)cc1 (stereo not drawn)	0%
CCOc1cccc(/C=N/NC(=O)CSc2nc3ccccc3[nH]2)c1O	9%
C/C(=N\NS(=O)(=O)c1ccc(Br)cc1)c1cccs1	19%
C=CCc1c(C)nc(SC)[nH]c1=O	17%
COc1ccc(C2=C(C=O)C(c3ccccc3C)c3ccccc3O2)cc1OC (stereo not drawn)	27%
COC(=O)CCC(=O)Oc1ccc(Cl)cc1[N+](=O)[O-]	7%

# Rewritten with each value named: three of the compounds above.
O=C1C(=O)N(CCCN2CCOCC2)C(c2cccnc2)/C1=C(\O)c1ccc(Cl)cc1 (stereo not drawn)
  RNase H inhibition: 0%
CCOc1cccc(/C=N/NC(=O)CSc2nc3ccccc3[nH]2)c1O
  RNase H inhibition: 9%
C/C(=N\NS(=O)(=O)c1ccc(Br)cc1)c1cccs1
  RNase H inhibition: 19%

# (further entries)
canonical_smiles	RNase H inhibition
NC(=O)CSc1nnnn1-c1ccc(F)cc1F	10%
O=S(=O)(CCN1CCOCC1)c1ccc(Oc2ccc(S(=O)(=O)CCN3CCOCC3)cc2)cc1	3%
Cc1ccc(-c2n[nH]c(=S)n2/N=C/c2ccc(O)cc2O)cc1	8%
COc1cc(/C=N/NC(=O)Cc2nnc(N)s2)cc(OC)c1OC	4%
Cc1ccc(C(=O)Oc2ccc3c(-c4ccccc4)cc(=O)oc3c2)cc1	7%
CC(=O)NS(=O)(=O)c1ccc(NC(=O)C(C)(C)C)cc1	0%
C=CCc1ccc(OCCCCOc2cccc(C=O)c2)c(OC)c1	16%
CC1=NN(C(=S)c2ccccc2)C(C)(O)C1Cc1ccccc1 (stereo not drawn)	0%
COc1ccccc1-c1cc(C)nc(N)c1C#N	7%
O=C(Nc1ccc2nsnc2c1)c1cccs1	0%
Cc1cc(=O)[nH]c(SCC(=O)N2CCOCC2)n1	0%
Cc1cc2c(cc1C)NC(CC(=O)Nc1ccccc1F)C(=O)N2 (stereo not drawn)	3%
Cc1cccc(NC(c2ccc(F)cc2)c2ccc3cccnc3c2O)n1 (stereo not drawn)	19%
COc1cc(C)ccc1OCCCCOc1ccc(Cl)c(C)c1	19%
CCOc1ccc(/C(C)=N/NC(=O)CN(c2cc(Cl)ccc2C)S(C)(=O)=O)cc1	17%
CC(=O)C1=C(C)NC(SCC(=O)c2ccccc2)=C(C#N)C1c1cccc(C)c1 (stereo not drawn)	29%
COc1ccc(CN2CCN(C(=O)c3ccc([N+](=O)[O-])cc3)CC2)cc1OCc1ccccc1	7%
Cc1cc(C)nc(-n2c(Nc3ccc4ccccc4c3)cc(=O)c3c(C)n(-c4ccc5ccccc5c4)c(=O)nc32)n1	26%
Cc1cc(C)c(NC(=O)C(C)Sc2nc3ccccc3[nH]2)c(C)c1 (stereo not drawn)	28%
O=C(CN(c1ccc(F)cc1)S(=O)(=O)c1ccccc1)Nc1cccc(C(F)(F)F)c1	11%
Cc1cccc(N2C(=O)C(=O)/C(=C(\O)c3ccccc3)C2c2ccccc2F)c1 (stereo not drawn)	8%
Cc1ccccc1/C=N/NC(=O)Cc1nnc(N)s1	5%
CCOC(=O)/C(C#N)=C\c1ccc(-c2ccccc2C(=O)OC)o1	19%
COc1cccc(OCCCCOc2ccc(I)cc2)c1	20%
COc1ccc(CN=Cc2c(O)n(-c3ccc(Cl)cc3)c(=O)[nH]c2=O)cc1	7%
CCCCOc1ccc(/C=N/N2CCN(C)CC2)cc1	0%
CCc1c(C)nc2[nH]nc(-c3ccccc3OC)n2c1=O	7%
COc1ccc(NC(=O)c2ccccc2Br)c(OC)c1	15%
COC(=O)C1=C(C)NC2=C(C(=O)c3ccccc32)C1c1ccc(F)cc1 (stereo not drawn)	3%
O=C(O)CCC(=O)Nc1ccc(CC(=O)O)cc1	5%
N#Cc1c(/N=C/c2ccc(-c3ccc(Cl)cc3Cl)o2)sc2c1CCCC2	9%
Brc1ccccc1OCCCCCn1ccnc1	5%
CCOC(=O)c1cccc(NC(=O)c2ccc(F)cc2)c1	3%
CC1CC(C)CN(C(=O)Nc2ccccc2)C1 (stereo not drawn)	33%
Cc1ccc2[nH]c(C)c(CN3CCN(C)CC3)c(=O)c2c1	0%
COc1ccc(C2CC(=O)C3=C(C2)Nc2ccccc2NC3c2c(Cl)cccc2Cl)cc1 (stereo not drawn)	19%
COc1ccc(C2CC(C(F)(F)F)n3ncc(C(=O)NCc4ccco4)c3N2)cc1OC (stereo not drawn)	13%
COc1ccc(C(=O)Nc2cccc(-c3nc4cc(Cl)ccc4o3)c2)cc1Br	19%
CCCCC(C(=O)Nc1ccc(Cl)cc1Cl)N1C(=O)c2ccccc2C1=O (stereo not drawn)	10%
O=[N+]([O-])c1ccccc1-n1nc2ccc3nonc3c2n1	13%
COc1ccc(S(=O)(=O)Nc2cccc(C)c2)cc1OC	0%
O=C(NCc1ccccc1Cl)/C(=C\c1ccc([N+](=O)[O-])o1)NC(=O)c1ccccc1	11%
COc1ccccc1NC(=S)NC(=O)c1cc2ccccc2cc1OC	26%
COc1ccccc1OCCOCCOc1ccccc1Cl	23%
O=C(/C(=N/O)n1cnc([N+](=O)[O-])n1)c1ccccc1	10%
C=CCn1c(-c2ccc(Cl)cc2)n[nH]c1=S	2%
O=C(NCc1cccnc1)/C(=C/c1ccc(-c2ccc(Br)cc2)o1)NC(=O)c1ccccc1	3%
CCCCSc1nnc2c(n1)OC(c1ccc([N+](=O)[O-])cc1)Nc1ccccc1-2 (stereo not drawn)	2%

# Pulled by structure from above:
canonical_smiles	RNase H inhibition
CCCCC(C(=O)Nc1ccc(Cl)cc1Cl)N1C(=O)c2ccccc2C1=O (stereo not drawn)	10%
COc1ccc(Cl)cc1NC(=O)CC(C)=O	1%
CCOc1ccc(/C(C)=N/NC(=O)CN(c2cc(Cl)ccc2C)S(C)(=O)=O)cc1	17%
C=CCn1c(-c2ccc(Cl)cc2)n[nH]c1=S	2%
CCCCOc1ccc(NC(=O)CSc2nnc(-c3cccc(F)c3)n2-c2ccccc2)cc1	45%

# New compounds follow:
canonical_smiles	RNase H inhibition
O=C(c1ccc2ccccc2c1)N1CCCC1	11%
Cc1cccc(N2C(=O)C(Cl)=C(Nc3ccc(Cl)c(Cl)c3)C2=O)c1	25%
O=C(Nc1cccc(C(F)(F)F)c1)C1CC2CCC1C2 (stereo not drawn)	9%
C/C(=C/C(=O)c1ccc(Cl)cc1)Nc1cccc(O)c1	0%

# The list is partial; the hit share may differ from the screen's.
